Screening data deposited in PubChem by several laboratories.
iPSC survival up = enhancers of single-cell hiPSC survival, primary screen, ATPlite luminescence | 100% = ROCK inhibitor wells, 0% = DMSO | survival enhancement, % at 20 µM | actives 0.044% (n = 360,000) | AID 602274, 2012; in the data active means survival enhancement above about 18%;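 further: cells exposed to compounds for 16 hours before the ATP read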
m5-HT2A agonist = mouse Htr2a agonists via beta-arrestin recruitment, primary screen, cell-based, luminescence. 5-hydroxytryptamine receptor 2A (Mus musculus), P35363. CHO-K1 mHTR2A beta-arrestin complementation; percent of 30 µM serotonin response. activation, % at 7.6 µM. actives 0.66% (n = 360,000). AID 624169, 2012;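 active means activation above a run cutoff, the mean activation of all tested compounds plus 3 SD, cut at about 14% in these data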;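 further: 0% = plate median of compound wells and 100% = 30 µM serotonin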
Target sequence (P35363 whole entry, looked up): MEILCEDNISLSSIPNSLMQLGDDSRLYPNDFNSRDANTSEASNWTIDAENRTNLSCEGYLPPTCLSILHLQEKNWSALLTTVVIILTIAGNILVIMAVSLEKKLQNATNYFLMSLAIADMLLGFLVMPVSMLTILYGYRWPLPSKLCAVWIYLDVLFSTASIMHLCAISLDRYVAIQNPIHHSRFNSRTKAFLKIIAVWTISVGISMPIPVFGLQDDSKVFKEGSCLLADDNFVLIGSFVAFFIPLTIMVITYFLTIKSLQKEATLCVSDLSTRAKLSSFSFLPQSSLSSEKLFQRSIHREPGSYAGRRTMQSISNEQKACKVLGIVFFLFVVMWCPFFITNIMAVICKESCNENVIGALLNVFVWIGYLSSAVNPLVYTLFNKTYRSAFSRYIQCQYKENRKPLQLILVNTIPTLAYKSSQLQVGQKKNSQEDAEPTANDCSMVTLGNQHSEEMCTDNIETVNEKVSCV
ABCB6 inh 2 = ABCB6 transporter inhibitors, primary screen, K562-ABCB6 cells, flow cytometry, MLPCN library. K562-ABCB6 porphyrin accumulation, 1 h; stronger effect = lower value. fluorescence ratio to DMSO, % at 10 µM. ATP-binding cassette sub-family B member 6 (Homo sapiens), Q9NP58. actives 0.19% (n = 360,000);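 active means fluorescence ratio to DMSO below 75%, the collection mean minus 3 SD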;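 further: signal is porphyrin accumulated inside mitochondria; 100% equals median channel fluorescence of DMSO control wells; lower ratio means ABCB6 inhibition with less porphyrin fluorescence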
Exocytosis inh = LAMP-1 surface exposure blockers, TALL-104 cells – cell-based, flow cytometry, MLPCN library, primary screen. AID 651702, 2012. inhibition, % at 10 µM. actives 0.66% (n = 360,000). TALL-104 LAMP-1 surface exposure; cells stimulated with thapsigargin and PMA;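 active means inhibition above about 55%, limit read from the data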
aDG glyco act = activators of alpha-DG glycosylation, primary screen, uHTS, Pro5-aDG cells, AlphaScreen; alpha-DG glycosylation AlphaScreen (IIH6); 0% Pro5, 100% B10-LARGE cell signal; activation, % at 10 µM; actives 0.22% (n = 360,000); AID 624168, 2012;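 active means activation of at least 8% versus controls, or a plate z-score of at least 8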;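 further: Pro5 are CHO cells carrying HIG-tagged alpha-DG that lacks glycosylation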
ABHD5-PLIN5 inh = ABHD5-PLIN5 interaction inhibitors, primary screen, cell lysate, split luciferase complementation, luminescence; Split G. princeps luciferase complementation, 4 h; inhibition, % at 4 µM; actives 0.78% (n = 360,000);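 active means inhibition above the mean inhibition across every tested compound plus 3 SD, cut at about 22% in these data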;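 further: 0% = DMSO only wells and the 100% control is not disclosed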
H9c2 protect = cardioprotection against H2O2-induced cell death, primary screen, uHTS, H9c2 cells, ATPLite luminescence | H9c2 cardiomyocytes, H2O2 injury protection, 2 h | protection from H2O2 cell death, % at 20 µM | actives 0.63% (n = 360,000) | AID 588492, 2011;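 active means compounds giving at least 50% protection of heart cells from peroxide-induced death in the single-dose screen, raw or plate-pattern-corrected value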;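 further: 0% = DMSO wells with peroxide and 100% = DMSO wells without peroxide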
N-glyco inh = increase of ERlucT glycosylation luciferase signal, primary screen, N-linked glycosylation inhibitor project, D54 ERlucT cells, luminescence, set 2; D54 ERlucT glycosylation luciferase reporter, 24 h; percent of 100 nM tunicamycin response; reporter increase, % at 12.5 µM; actives 0.23% (n = 360,000); AID 588692, 2011;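 active means mean luciferase reporter signal, scaled so untreated is 0 and the glycosylation-blocking control 100, at or above a set limit in every replicate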;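 further: luciferase carries N-glycosylation sites so blocking glycosylation raises the light; 0% = median of neutral control wells and 100% = median of 100 nM tunicamycin wells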
MC4R ag barr = MC4R agonists recruiting beta-arrestin, primary screen, cell-based, luminescence, agonist arm of biased-ligand search. Melanocortin receptor 4 (Homo sapiens), P32245. U2OS MC4R beta-arrestin complementation; percent of melanotan II response, DMSO zero. activation, % at 8.9 µM. actives 0.98% (n = 360,000);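 active means activation above a per-plate cutoff, the mean activation of sample wells on that plate plus 3 SD, cut at about 8% in these data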
Target sequence (P32245 whole entry, looked up): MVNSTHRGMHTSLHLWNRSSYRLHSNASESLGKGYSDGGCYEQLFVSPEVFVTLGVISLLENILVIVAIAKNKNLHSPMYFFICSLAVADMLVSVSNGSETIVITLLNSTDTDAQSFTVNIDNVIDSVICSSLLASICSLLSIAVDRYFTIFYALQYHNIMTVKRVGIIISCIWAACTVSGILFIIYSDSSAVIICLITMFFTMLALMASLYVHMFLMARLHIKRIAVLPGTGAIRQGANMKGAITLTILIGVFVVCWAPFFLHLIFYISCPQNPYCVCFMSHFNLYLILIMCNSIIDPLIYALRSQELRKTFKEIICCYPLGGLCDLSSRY
MC4R antagonist = MC4R antagonists of cAMP signaling, primary screen, cell-based, TR-FRET, antagonist arm of biased-ligand search. actives 0.48% (n = 360,000). MC4R-expressing cells, MTII-stimulated cAMP, LANCE TR-FRET. inhibition, % at 6.5 µM. Melanocortin receptor 4 (Homo sapiens), P32245;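 active means inhibition above its plate's cutoff, the mean of tested wells on that plate plus 3 SD, cut at about 29% in these data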;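 further: 0% = Melanotan II alone and 100% = Melanotan II plus saturating MCL0020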
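Assay system: human MC4R-expressing U2OS cells; reagent: Melanotan II stimulation of cells; dosing: 6.5 µM single dose; timing: compound 30 min, challenge 1 h, detection 1 h; signal: TR-FRET cAMP assay; replicates: one well per compound, no replicates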
* marks the source's active call; other numbers are inactive results.

What do the screens show for `CNC(=O)CSc1nc2cccnc2n1-c1ccc(F)cc1`?
iPSC survival up: -0.3; m5-HT2A agonist: -1; ABCB6 inh 2: 98; Exocytosis inh: 6; aDG glyco act: -0.1; ABHD5-PLIN5 inh: -7; H9c2 protect: -4; N-glyco inh: 1; MC4R ag barr: -1.9; MC4R antagonist: -1

Results for CCOC(=O)CC(=O)CSc1nc2nc(C)cc(C)n2n1 ?
iPSC survival up: 1.3; m5-HT2A agonist: 2; ABCB6 inh 2: 95; Exocytosis inh: -6; aDG glyco act: 0.0; ABHD5-PLIN5 inh: 0; H9c2 protect: 8; N-glyco inh: -16; MC4R ag barr: -0.3; MC4R antagonist: 11

How did CCOc1cc(/C=C2\SC(=Nc3ccccc3)N(c3ccccc3)C2=O)ccc1OCC(=O)O do in these assays?
iPSC survival up: 3.9; m5-HT2A agonist: 3; ABCB6 inh 2: 93; Exocytosis inh: 7; aDG glyco act: -0.2; ABHD5-PLIN5 inh: -6; H9c2 protect: 10; N-glyco inh: 1; MC4R ag barr: -1.9; MC4R antagonist: -8

Results for N[C@@H](Cc1ccccc1)c1nnc(SCc2ccccc2F)o1 ?
iPSC survival up: -1.7; m5-HT2A agonist: 0; ABCB6 inh 2: 93; Exocytosis inh: 2; aDG glyco act: 0.1; ABHD5-PLIN5 inh: 3; H9c2 protect: 1; N-glyco inh: -1; MC4R ag barr: -2.3; MC4R antagonist: -1

How did CCCn1c(SCC(=O)NCC2CCCO2)nc2c1c(=O)n(C)c(=O)n2C (stereo not drawn) do in these assays?
iPSC survival up: -1.2; m5-HT2A agonist: 2; ABCB6 inh 2: 98; Exocytosis inh: -4; aDG glyco act: -0.1; ABHD5-PLIN5 inh: -3; H9c2 protect: 5; N-glyco inh: 5; MC4R ag barr: -1.4; MC4R antagonist: 2

What do the screens show for `O=C(Cc1ccc(Br)cc1)Nc1cccc(Cl)c1`?
iPSC survival up: 0.2; m5-HT2A agonist: -4; ABCB6 inh 2: 103; Exocytosis inh: -3; aDG glyco act: 0.6; ABHD5-PLIN5 inh: -3; H9c2 protect: -8; N-glyco inh: -1; MC4R ag barr: 3.0; MC4R antagonist: 23

Results for Cc1cnn(C(=S)NCC2CCCO2)c1 (stereo not drawn) ?
iPSC survival up: 2.2; m5-HT2A agonist: 1; ABCB6 inh 2: 99; Exocytosis inh: 1; aDG glyco act: 0.0; ABHD5-PLIN5 inh: 1; H9c2 protect: -5; N-glyco inh: -2; MC4R ag barr: 1.8; MC4R antagonist: 0

What do the screens show for `CCOC(=O)C1=C(O)/C(=C/c2ccc(OCC(=O)Nc3ccc(C)cc3)cc2)N=C1C`?
iPSC survival up: 0.1; m5-HT2A agonist: -4; ABCB6 inh 2: 93; Exocytosis inh: 0; aDG glyco act: -0.1; ABHD5-PLIN5 inh: -1; H9c2 protect: -11; N-glyco inh: -2; MC4R ag barr: 17*; MC4R antagonist: 2

Results for COc1ccc(/C=N/NC(=O)CSc2ccccn2)cc1OC ?
iPSC survival up: 0.6; m5-HT2A agonist: 0; ABCB6 inh 2: 96; Exocytosis inh: -11; aDG glyco act: 0.1; ABHD5-PLIN5 inh: 1; H9c2 protect: -3; N-glyco inh: 5; MC4R ag barr: -1.0; MC4R antagonist: -6

What do the screens show for `O=C(NCCc1ccccc1)c1cc([N+](=O)[O-])ccc1N1CCOCC1`?
iPSC survival up: -0.7; m5-HT2A agonist: 3; ABCB6 inh 2: 97; Exocytosis inh: 0; aDG glyco act: 0.0; ABHD5-PLIN5 inh: 9; H9c2 protect: 8; N-glyco inh: 1; MC4R ag barr: -1.0; MC4R antagonist: 3

What do the screens show for `Nc1cc(Cl)ccc1N1C(=O)CCC1=O`?
iPSC survival up: -0.1; m5-HT2A agonist: 6; ABCB6 inh 2: 94; Exocytosis inh: -1; aDG glyco act: 0.3; ABHD5-PLIN5 inh: -6; H9c2 protect: 4; N-glyco inh: 1; MC4R ag barr: -0.4; MC4R antagonist: 1

What do the screens show for `C=C1C(=O)OC2C=C(CO)C3OC3C3OC3(C)CC(OC(=O)/C(=C/C)COC(C)=O)C12` (stereo not drawn)?
iPSC survival up: -0.7; m5-HT2A agonist: 6; ABCB6 inh 2: 96; Exocytosis inh: 19; aDG glyco act: -0.3; ABHD5-PLIN5 inh: 52*; H9c2 protect: -16; N-glyco inh: -8; MC4R ag barr: -0.8; MC4R antagonist: -5

How did Cc1ccc(S(=O)(=O)NCCNC(=O)c2cc(OCC(F)(F)F)ccc2OCC(F)(F)F)cc1 do in these assays?
iPSC survival up: -2.1; m5-HT2A agonist: -2; ABCB6 inh 2: 96; Exocytosis inh: 0; aDG glyco act: -0.1; ABHD5-PLIN5 inh: 2; H9c2 protect: -1; N-glyco inh: 6; MC4R ag barr: 0.8; MC4R antagonist: -1

Results for CCCn1nnc(NC(=O)c2ccco2)n1 ?
iPSC survival up: -3.0; m5-HT2A agonist: 5; ABCB6 inh 2: 99; Exocytosis inh: -2; aDG glyco act: -0.5; ABHD5-PLIN5 inh: 1; H9c2 protect: -3; N-glyco inh: -8; MC4R ag barr: -0.2; MC4R antagonist: -7

What do the screens show for `CN(C)S(=O)(=O)c1cccc(C(=O)NCc2ccco2)c1`?
iPSC survival up: 0.7; m5-HT2A agonist: -1; ABCB6 inh 2: 99; Exocytosis inh: 2; aDG glyco act: 0.1; ABHD5-PLIN5 inh: 6; H9c2 protect: 0; N-glyco inh: 1; MC4R ag barr: -2.0; MC4R antagonist: 8

What do the screens show for `CC1C/C(=N/Nc2ccc([N+](=O)[O-])cc2[N+](=O)[O-])CC(C)(C)C1` (stereo not drawn)?
iPSC survival up: -0.1; m5-HT2A agonist: -3; ABCB6 inh 2: 97; Exocytosis inh: 0; aDG glyco act: -0.6; ABHD5-PLIN5 inh: -3; H9c2 protect: -4; MC4R ag barr: 3.9; MC4R antagonist: 4

Results for CCCCCC/C(C=O)=C\c1ccccc1 ?
iPSC survival up: 0.2; m5-HT2A agonist: -3; ABCB6 inh 2: 104; Exocytosis inh: -2; aDG glyco act: 0.3; ABHD5-PLIN5 inh: 6; H9c2 protect: -1; N-glyco inh: -1; MC4R ag barr: -0.2; MC4R antagonist: 0

How did CCSc1nnc(SCC(=O)NNC(=O)c2ccccc2F)s1 do in these assays?
iPSC survival up: 0.0; m5-HT2A agonist: -2; ABCB6 inh 2: 98; Exocytosis inh: -2; aDG glyco act: -0.4; ABHD5-PLIN5 inh: 4; H9c2 protect: -3; N-glyco inh: 0; MC4R ag barr: -2.1; MC4R antagonist: 9

Results for Cc1ccccc1N1CCN(C2CCCN(C(=O)c3noc4c3CCCC4)C2)CC1 (stereo not drawn) ?
iPSC survival up: -0.2; m5-HT2A agonist: -9; ABCB6 inh 2: 103; Exocytosis inh: -6; aDG glyco act: -0.4; ABHD5-PLIN5 inh: -1; H9c2 protect: -4; N-glyco inh: -1; MC4R ag barr: -0.5; MC4R antagonist: 16

How did COc1ccccc1CN=C1Nc2ccccc2CS1 do in these assays?
iPSC survival up: -0.3; m5-HT2A agonist: -1; ABCB6 inh 2: 96; Exocytosis inh: -5; aDG glyco act: 0.3; ABHD5-PLIN5 inh: 2; H9c2 protect: 0; N-glyco inh: 2; MC4R ag barr: -1.8; MC4R antagonist: 0

How did Cc1nnsc1C(=O)NNC(=O)Nc1ccccc1 do in these assays?
iPSC survival up: 3.5; m5-HT2A agonist: -1; ABCB6 inh 2: 96; Exocytosis inh: -3; aDG glyco act: 0.0; ABHD5-PLIN5 inh: 0; H9c2 protect: -6; N-glyco inh: 1; MC4R ag barr: 0.1; MC4R antagonist: 14

Results for CC(CC(=O)Nc1cccc(S(=O)(=O)N2CCCCC2)c1)c1ccccc1 (stereo not drawn) ?
iPSC survival up: 1.2; m5-HT2A agonist: -6; ABCB6 inh 2: 94; Exocytosis inh: 1; aDG glyco act: 0.4; ABHD5-PLIN5 inh: -2; H9c2 protect: -6; N-glyco inh: -4; MC4R ag barr: -5.6; MC4R antagonist: 1

Results for Cc1nn(C)c(C(=O)N/N=C/c2ccccc2)c1[N+](=O)[O-] ?
iPSC survival up: -0.8; m5-HT2A agonist: -2; ABCB6 inh 2: 100; Exocytosis inh: 0; aDG glyco act: -0.1; ABHD5-PLIN5 inh: 0; H9c2 protect: 6; N-glyco inh: 2; MC4R ag barr: -1.8; MC4R antagonist: -2

What do the screens show for `O=S(=O)(c1ccccc1)N1CCN(Cc2cccc(Br)c2)CC1`?
iPSC survival up: 1.7; m5-HT2A agonist: -4; ABCB6 inh 2: 106; Exocytosis inh: 8; aDG glyco act: 0.0; ABHD5-PLIN5 inh: -3; H9c2 protect: 0; N-glyco inh: 1; MC4R ag barr: -1.1; MC4R antagonist: -3

How did COc1ccc(CNC(=S)Nc2cc(C)ccc2C)cc1 do in these assays?
iPSC survival up: -4.9; m5-HT2A agonist: -2; ABCB6 inh 2: 109; Exocytosis inh: -9; aDG glyco act: 0.3; ABHD5-PLIN5 inh: -5; H9c2 protect: 4; N-glyco inh: 3; MC4R ag barr: -1.8; MC4R antagonist: 0

What do the screens show for `Nc1ccn([C@@H]2O[C@H](C(=O)N3CCN(Cc4ccccn4)CC3)[C@@H](O)[C@H]2O)c(=O)n1`?
iPSC survival up: -0.9; m5-HT2A agonist: -4; ABCB6 inh 2: 95; Exocytosis inh: -5; aDG glyco act: 2.0; ABHD5-PLIN5 inh: 9

How did COc1ccc([C@H]2CC(=O)C=C(c3ccc(SC)cc3)C2)cc1 do in these assays?
iPSC survival up: 1.3; m5-HT2A agonist: -8; ABCB6 inh 2: 100; Exocytosis inh: 1; aDG glyco act: -0.4; ABHD5-PLIN5 inh: 5; H9c2 protect: -3; N-glyco inh: 3; MC4R ag barr: -0.1; MC4R antagonist: 13

What do the screens show for `Cc1c(C(=O)O)oc2ccc(S(=O)(=O)N3CCCCC3C(=O)O)cc12` (stereo not drawn)?
iPSC survival up: 0.4; m5-HT2A agonist: -1; ABCB6 inh 2: 97; Exocytosis inh: 2; aDG glyco act: -0.2; ABHD5-PLIN5 inh: 1; H9c2 protect: 6; N-glyco inh: 3; MC4R ag barr: 0.5; MC4R antagonist: -2
